# Source: PubChem BioAssay (several laboratories)
# dFosB activator – mouse delta FosB homodimer activation; P13346; purified delta FosB, TAMRA-CDK5 oligo fluorescence polarization; percent of positive-control signal above neutral wells; activation, % at 25 µM; 340,000 compounds, 0.99% hits; AID 493131;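 active = mean activation above about 17%, with every replicate also reaching it, limit read from the data, passing the limit was not always enough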;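 note: fluorescence polarization rise as delta FosB binds a TAMRA Cdk5 AP-1 oligo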
# Target sequence (P13346 whole entry, looked up): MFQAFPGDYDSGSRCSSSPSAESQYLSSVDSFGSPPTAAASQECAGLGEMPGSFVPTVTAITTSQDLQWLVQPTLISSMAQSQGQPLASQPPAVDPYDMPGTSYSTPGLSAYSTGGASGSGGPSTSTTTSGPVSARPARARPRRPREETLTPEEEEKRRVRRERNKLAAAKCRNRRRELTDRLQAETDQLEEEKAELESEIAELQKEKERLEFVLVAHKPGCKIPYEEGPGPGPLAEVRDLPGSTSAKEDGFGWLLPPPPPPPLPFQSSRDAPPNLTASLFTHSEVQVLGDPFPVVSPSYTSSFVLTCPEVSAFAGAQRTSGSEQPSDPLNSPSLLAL
# Wnt bcat act – activates Wnt/beta-catenin signaling in a reporter cell assay. activator, plate reader. activation, % at 9.35 µM. 300,000 compounds, 1.2% hits. AID 743398; in the data active = activation above about 30%, passing the limit was not always enough;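 note: 0% = neutral control wells and 100% = positive control wells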
# RTF Ca sens act – cardiac RTF calcium sensitization; P19429+P45379; AID 493008; IANBD-labeled TnC RTF fluorescence at EC20 calcium; 0% EC20 calcium, 100% full calcium; 340,000 compounds, 0.24% hits; activation, % at 7.2 µM;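 active = activation above the mean over all tested compounds plus 3 SD, cut at about 30% in these data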;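 note: rise in fluorescence read as greater calcium sensitivity of cardiac thin filaments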
# Rtt109 Vps75 – blocks Candida albicans Rtt109/Vps75 acetyltransferase activity; Q5AAJ8; purified Rtt109/Vps75, ThioGlo CoA-SH fluorescence, 4 h; inhibition, % at 34.9 µM; 330,000 compounds, 0.16% hits; AID 540336;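 active = inhibition of at least 50% in every replicate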
# Target sequence (Q5AAJ8 whole entry, looked up): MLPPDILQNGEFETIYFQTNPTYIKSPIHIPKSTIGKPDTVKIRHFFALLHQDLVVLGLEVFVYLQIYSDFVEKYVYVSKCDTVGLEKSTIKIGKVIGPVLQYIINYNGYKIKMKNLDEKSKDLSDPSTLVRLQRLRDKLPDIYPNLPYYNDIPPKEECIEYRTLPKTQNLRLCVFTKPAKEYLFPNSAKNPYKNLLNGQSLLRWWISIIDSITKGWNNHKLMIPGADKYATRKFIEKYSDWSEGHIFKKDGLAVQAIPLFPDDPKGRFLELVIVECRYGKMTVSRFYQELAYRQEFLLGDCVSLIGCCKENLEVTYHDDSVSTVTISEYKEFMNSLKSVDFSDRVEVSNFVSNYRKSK
# SR-BI DiI inh – mouse SR-BI HDL lipid transfer inhibition | Q61009 | ldlA[mSR-BI] CHO cells, DiI-HDL uptake fluorescence, 3 h | inhibition, % at 12.5 µM | 320,000 compounds, 0.96% hits;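 active = mean replicate inhibition of at least 70% and a set share of replicates each scoring 70 or more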;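 note: 0% = median of neutral control wells and 100% = median of positive control wells; values of inactives mirror those of a sister screen read the other way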
# MITF act – activators of MITF-driven TRPM1 promoter activity in SK-MEL-5 cells; 300,000 compounds, 0.75% hits; activation, % at 12.5 µM; SK-MEL-5 TRPM1-promoter luciferase, 24 h; % of positive control, neutral wells = 0;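 active = mean activation of at least 80% with every replicate also reaching 80%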;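 note: 0% = neutral control wells and 100% = parthenolide positive control wells; values of inactives mirror those of a sister screen read the other way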
# PvdQ inh – P. aeruginosa PvdQ acylase inhibition. AID 488965. inhibition, % at 10 µM. purified PvdQ acylase, fluorescence plate reader. 340,000 compounds, 0.063% hits; in the data active = inhibition above about 30%, passing the limit was not always enough;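 note: 0% = vehicle neutral wells and 100% = reference inhibitor wells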
# SR-BI DiI-HDL act – SR-BI HDL lipid transfer activation. activation, % at 12.5 µM. CHO ldlA[mSR-BI] cells, DiI-HDL uptake fluorescence, 3 h; 100 = double the neutral-control signal. 320,000 compounds, 0.096% hits. AID 504775;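 active = mean replicate activation of at least 60% and every replicate at or above 60%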;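 note: 0% = median plate neutral-control signal and 100% = twice that signal; values of inactives mirror those of a sister screen read the other way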
#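 Assay system: CHO ldlA[mSR-BI] cells, LDL receptor-null, SR-BI overexpressing; medium: Ham's F12 with 0.5% BSA, HEPES 25 mM, pH 7.4; also added: DiI-HDL 10 µg/mL; timing: 3 h uptake period with compound, 37 °C; signal: DiI fluorescence, bottom read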
# CDK5 p35 inh – inhibitors of human CDK5/p35 kinase | Q00535+Q15078 | Recombinant CDK5/p35, ADP-Glo luminescence, 60 min | inhibition, % at 10 µM | 330,000 compounds, 0.01% hits | AID 488839;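 active = highest replicate inhibition of at least 50% and at least 75% of replicates reaching 50%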;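 note: plate controls were DMSO neutral control for no effect and GW8510 at 10 µM for full effect; many of its hits are not listed in these tables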
# HTR5A ag – activates human HTR5A in OPRM1-OPRD1 agonist counter-screen; P47898; HTR5A agonist assay, luminescence, cell-based; activation, % at 9.3 µM; 340,000 compounds, 0.61% hits; in the data active = activation mostly above about 9.5%, no sharp cut-off; inactive = mostly below about 7.6%;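 note: 0% = cells with vehicle only and 100% = reference agonist; strong numbers were not always called active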
# The depositor's hits bear a star; . = no result given.
# The line under a structure holds: dFosB activator, Wnt bcat act, RTF Ca sens act, Rtt109 Vps75, SR-BI DiI inh, MITF act, PvdQ inh, SR-BI DiI-HDL act, CDK5 p35 inh, HTR5A ag
CCOC(=O)C1CCN(C(=O)Cn2cc(C#N)c3ccccc32)CC1
    -1, ., 10, 2, -13, -5, -15, 13, -0.3, -1
CN=C1S/C(=C\c2ccc(N3CCOCC3)cc2C)C(=O)N1C
    2, 13, -3, 1, 23, 21, -7, -23, -0.8, 5
CCOc1ccc(N2CC(C(=O)NNC(=O)c3ccc(Br)cc3)CC2=O)cc1 (stereo unspecified)
    -2, -1, 0, 2, 36, -7, -12, -36, 1.5, 2
CCCn1c(SCC(=O)NCc2ccc(OC)cc2)n[nH]c1=O
    -4, 1, 7, -9, ., 2, -7, ., -2.9, -3
COCCn1c(NCc2ccco2)nc2c1c(=O)[nH]c(=O)n2C
    -2, -1, 1, -4, 0, -3, -11, 0, 1.3, -3
Cc1cc2c(ccc3[nH]onc32)n1
    -7, ., 2, -8, 6, ., -7, -6, 2.6, -4
CCC(C)(C)n1nnnc1C(c1ccccc1F)N1CCN(C(=O)c2ccco2)CC1 (stereo unspecified)
    -3, 0, 0, 5, ., ., -20, ., -3.4, -3
C=CCSC1=C(C#N)C2(CCCCC2)C(C#N)C(=O)N1 (stereo unspecified)
    -2, 13, 0, -4, -12, 1, -13, 12, -1.7, -3
Cc1cc(Cl)ccc1OCCn1cncn1
    -1, -1, -6, 2, -18, -1, -15, 18, 0.1, -5
Cc1ccc(CN2CCc3c(OCc4ccc(F)cc4)cccc3C2=O)cc1
    0, ., 2, 2, 14, -9, -4, -14, 1.1, 1
NC(=O)c1ccc(NCCc2ccccc2)c([N+](=O)[O-])c1
    -6, 2, 3, -4, -10, -2, -13, 10, -1.0, -2
O=C(NNS(=O)(=O)c1ccccc1[N+](=O)[O-])c1ccccc1[N+](=O)[O-]
    -10, 0, 2, -6, -1, -6, -11, 1, -0.6, -3
Cc1cc(C(=O)COc2ccc([N+](=O)[O-])cc2)c(C)n1C1CC1
    -7, -1, -7, -1, ., 39, 3, ., -0.7, 5
O=C(O)c1ccc(NS(=O)(=O)c2ccc(NC(=O)c3ccccc3Cl)cc2)cc1
    -2, 1, -2, -1, -17, 5, -11, 17, -0.9, 6
Cc1ccc(NS(=O)(=O)c2ccc(C(=O)OCC(=O)N3CCCCC3)cc2)cc1
    -18, -2, 4, 9, 31, -7, -17, -31, -0.3, 0
CC1CN(c2ccc([N+](=O)[O-])cn2)CC(C)O1 (stereo unspecified)
    1, -1, -1, -5, -12, ., -11, 12, 0.0, -1
CCC(C)c1ccccc1N1CC(C(=O)N(C)CC(=O)Nc2cccc(F)c2)CC1=O (stereo unspecified)
    -16, -1, -3, -6, 26, -7, -6, -26, -0.9, -9
CCCCn1c(SCC(=O)OCC)nc2c1c(=O)[nH]c(=O)n2C
    -8, 4, -1, 1, -3, ., -17, 3, -0.9, 2
Cc1ccc(-c2ccc(CCC(=O)O)n2NC(N)=S)cc1
    -4, ., 4, 8, 8, 1, 8, -8, 0.2, -4
O=C(CN1CCOCC1)Nc1ccc(Br)cc1
    -3, 4, 1, -9, 12, 9, -9, -12, 1.2, 2

# A few values from the results shown.
# Under dFosB activator, `CCOC(=O)C1CCN(C(=O)Cn2cc(C#N)c3ccccc32)CC1` is listed with -1
# Under RTF Ca sens act, `CCCCn1c(SCC(=O)OCC)nc2c1c(=O)[nH]c(=O)n2C` is listed with -1

# Record cards, from the list above.
# Cc1cc(Cl)ccc1OCCn1cncn1 in the list: dFosB activator = -1; Wnt bcat act = -1; RTF Ca sens act = -6; Rtt109 Vps75 = 2; SR-BI DiI inh = -18; MITF act = -1; PvdQ inh = -15; SR-BI DiI-HDL act = 18; CDK5 p35 inh = 0.1; HTR5A ag = -5
# O=C(NNS(=O)(=O)c1ccccc1[N+](=O)[O-])c1ccccc1[N+](=O)[O-] in the list: dFosB activator = -10; Wnt bcat act = 0; RTF Ca sens act = 2; Rtt109 Vps75 = -6; SR-BI DiI inh = -1; MITF act = -6; PvdQ inh = -11; SR-BI DiI-HDL act = 1; CDK5 p35 inh = -0.6; HTR5A ag = -3
# O=C(CN1CCOCC1)Nc1ccc(Br)cc1 in the list: dFosB activator = -3; Wnt bcat act = 4; RTF Ca sens act = 1; Rtt109 Vps75 = -9; SR-BI DiI inh = 12; MITF act = 9; PvdQ inh = -9; SR-BI DiI-HDL act = -12; CDK5 p35 inh = 1.2; HTR5A ag = 2

# Later entries:
# The line under a structure holds: dFosB activator, Wnt bcat act, RTF Ca sens act, Rtt109 Vps75, SR-BI DiI inh, MITF act, PvdQ inh, SR-BI DiI-HDL act, CDK5 p35 inh, HTR5A ag
NC(=O)C1CCN(C(=O)COCc2cc(-c3ccc4c(c3)OCO4)on2)CC1
    -2, 2, -4, 1, -3, 6, -9, 3, -0.1, -1
CCNC(=O)NC(=O)C(C)OC(=O)c1oc2ccccc2c1CSC1CCCCC1 (stereo unspecified)
    2, ., 0, -12, -11, 3, -18, 11, 0.9, 3
O=C(Nc1ccc(N2CCCCC2)c(Cl)c1)c1ccc(N2CCOCC2)c([N+](=O)[O-])c1
    -3, ., -1, 11, 87*, -3, 8, -87, -0.5, -4
Cc1cc(C)c2cc(C(=O)Nc3ccc(C)c(F)c3)[nH]c2c1
    -8, 5, -3, 6, 38, 13, -3, -38, -0.5, 4
NC(=O)c1ccccc1NC(=O)CCN1C(=O)c2ccccc2C1=O
    -2, 1, -3, ., -9, -7, 4, 9, -0.9, 2
CCN(CC)CCNC(=O)C(=O)NCC1OCCN1S(=O)(=O)c1cccs1 (stereo unspecified)
    0, -2, 0, -4, -15, -12, -3, ., 0.7, -2
Cc1ccc(OCc2nnc(SCC(=O)N3c4ccccc4Sc4ccc(Cl)cc43)o2)cc1
    -10, 2, 1, -4, 62, -1, 0, -62, 3.0, -1
CCOc1cccc(C(=O)Nc2nnc(-c3ccco3)s2)c1
    -9, 1, -6, -15, -9, 4, -13, 9, -1.4, 9
O=c1[nH][nH]c(=O)c2c1[nH]c(=S)n2Cc1ccccc1
    0, -3, 0, 5, 0, 9, 5, 0, -1.4, -2
O=C(Nc1ccc(N=Nc2ccccc2)c(NC(=O)C2CCCO2)c1)C1CCCO1 (stereo unspecified)
    4, 9, -6, 4, 35, 9, 1, -35, 1.9, -1
O=C(COC(=O)c1ccc2ncsc2c1)Nc1ccccc1Cl
    2, 0, 0, -1, 2, 5, -20, -2, -0.9, 1
CNS(=O)(=O)c1ccc(N2CCCC2=O)c([N+](=O)[O-])c1
    -7, -4, -4, 2, -28, -4, 13, 28, -2.5, 1
CCn1c(-c2ccc(F)cc2)n[nH]c1=S
    -10, -2, 7, -1, ., -2, -6, ., -0.3, 1
COCCCNC(=S)NNC(=O)c1csc(C)n1
    -1, 41*, 2, 4, -8, -12, -14, 8, 0.6, 4
CCOC(=O)c1nnn(-c2nonc2-c2ccccc2)c1C
    -2, ., -3, -7, 5, 3, -7, -5, 1.4, 1
O=C1CCCN2N=C(SCC(=O)Nc3cccc(Cl)c3)SC2=N1
    -3, 1, -1, 6, -6, -9, -9, 6, 1.2, 0
CCCN1CNc2c(c(=O)[nH]c(=S)n2CCc2ccccc2)C1
    -3, 0, 0, -1, -20, -5, 2, 20, 0.4, 0
COc1ccc(NC2CCCN(C(=O)COc3ccc(C)cc3)C2)cc1 (stereo unspecified)
    -14, 0, 2, 5, -15, -10, 1, 15, 1.8, -2
Cc1cccc(NC(=O)CN2C(=O)N/C(=C/c3ccc(-c4cccc(C(=O)O)c4C)o3)C2=O)c1
    3, 0, 5, 2, -10, -5, 16, 10, 0.5, -1
CC(NC(=O)CCl)c1ccccc1Br (stereo unspecified)
    -2, 7, -3, -2, ., -25, -14, ., -1.5, 4
CC(C)CC1(C(=O)NCc2ccccn2)C=CCN1C(=O)c1ccccc1 (stereo unspecified)
    -1, 5, 6, -21, 2, 3, -14, -2, -2.7, 9
O=C1C=C(Nc2ccccc2)CC(c2ccccc2)C1 (stereo unspecified)
    -2, -2, 1, 7, -12, -10, 7, 12, -0.6, 5
COc1ccc(N2Cc3cccc(C(=O)N4CCN(C(=O)c5ccco5)CC4)c3C2=O)cc1
    -11, -4, -4, -4, -1, 3, -6, 1, -0.6, 7
COc1ccc(C(=O)NNc2cc(C)nc(NNC(=O)c3ccc(OC)cc3)n2)cc1
    2, -3, 0, 5, 0, 3, 5, 0, -1.3, 2
COc1ccc(N2CC(C(=O)Nc3ccc(S(=O)(=O)Nc4nc(C)cc(C)n4)cc3)CC2=O)cc1 (stereo unspecified)
    -3, -3, 2, -1, 3, -7, -13, -3, 2.6, 1
O=[N+]([O-])c1ccc(Nc2cccc3c2[nH]c2c(-c4ccccc4)nccc23)c([N+](=O)[O-])c1
    5, -2, -1, 1, 79*, 7, 0, -79, 1.1, -1
Cn1nnnc1SCC(=O)N1CCN(C(=O)c2ccco2)CC1
    2, -2, -2, -5, -18, ., -1, 18, -4.9, -1
CCOc1ccc(Cn2c(O)cc(=O)[nH]c2=O)cc1
    8, ., 4, 11, -17, -3, -8, 17, -0.8, -3
CCOc1[nH]n(-c2ccc(Cl)cc2)c(=O)c1C=Nc1ccc(Cl)cc1
    -3, 0, 6, 1, 75*, ., -9, -75, -1.1, -5
O=C(Nc1ccc2oc(-c3cccnc3)nc2c1)c1ccco1
    -36, ., 2, 0, -2, 53, -11, 2, 0.5, 11
O=C(N/N=C/c1cccc(OC(=O)c2cccc(Br)c2)c1)c1cccnc1
    11, 6, -3, -6, -5, 14, -7, 5, -0.7, 1
CNc1nc(OCC(F)(F)F)nc(N2CCOCC2)n1
    2, ., 0, -3, 3, -3, -11, -3, -2.7, 0
CN(C)S(=O)(=O)c1cc(NC(=O)CN2CCNC(=O)C2)ccc1Cl
    3, -1, 0, 3, -24, 4, 20, 24, 0.0, 1
COc1ccccc1Oc1cn[nH]c1-c1ccc(O)cc1O
    0, -1, 2, ., 20, -1, -15, -20, -1.4, -1
Clc1ccc(-c2csc(=Nc3cccnc3)n2CCCn2ccnc2)cc1Cl
    -3, -3, -7, 12, 3, 4, 14, -3, 2.1, 2
C=CCOc1ccc(C(=O)CC)cc1OC
    -1, 0, 1, -1, -1, 3, -8, 38, 1.0, -1
CC(C)CC1(C)NC(=O)N(Cc2cc([N+](=O)[O-])cc3c2OCOC3)C1=O (stereo unspecified)
    -1, -4, 2, 4, 8, -4, 3, -8, 1.6, -1
